PAFAH1B3 inh: PAFAH1B3 (human) inhibition | hit rate 0.28% among 340,000 | Q15102 | inhibition, % at 3.39 µM | AID 492972 | recombinant PAFAH1B3, FP-rhodamine probe, fluorescence polarization;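 active means inhibition above the screen-wide average of all tested compounds plus 3 SD, cut at about 25% in these data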;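 further: 0% = enzyme with DMSO only and 100% = wells lacking PAFAH1B3 protein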
PREPL inhibitor: inhibits the human prolyl oligopeptidase-like enzyme | Q4J6C6 | recombinant PREPL, fluorescence polarization activity-based probe | inhibition, % at 5.96 µM | hit rate 0.68% among 320,000; in the data active means inhibition above about 43%;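 further: 0% = enzyme with DMSO and 100% = wells lacking enzyme; many of its hits are not listed in these tables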
PAFAH1B2 inh: inhibitors of human PAFAH1B2 | AID 492953 | P68402 | recombinant PAFAH1B2, FP-rhodamine activity probe, fluorescence polarization | inhibition, % at 3.39 µM | hit rate 1.2% among 340,000;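 active means inhibition above the mean of all tested compounds plus 3 SD, cut at about 24% in these data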;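 further: 0% = enzyme with DMSO and 100% = wells lacking PAFAH1B2; many of its hits are not listed in these tables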
LYPLA1 counter: LYPLA1 (human) inhibition in PME1 counter-screen; O75608; recombinant LYPLA1, FP-Rh probe fluorescence polarization; inhibition, % at 5.9 µM; hit rate 0.16% among 320,000;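 active means inhibition above the mean of all tested compounds plus 3 SD, set per campaign, cut at about 14% in these data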;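 further: inhibitors block serine hydrolase probe labeling of LYPLA1 so polarization falls; 0% = enzyme with DMSO and 100% = wells lacking LYPLA1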
Target sequence (O75608 whole entry, looked up): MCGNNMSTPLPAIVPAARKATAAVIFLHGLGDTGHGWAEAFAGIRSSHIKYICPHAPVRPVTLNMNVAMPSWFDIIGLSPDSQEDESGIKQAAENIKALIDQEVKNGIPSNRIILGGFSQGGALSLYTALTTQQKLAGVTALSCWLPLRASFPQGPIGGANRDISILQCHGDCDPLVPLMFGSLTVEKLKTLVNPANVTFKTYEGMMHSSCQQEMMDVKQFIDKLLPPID
LYPLA2 counter: blocks human lysophospholipase 2, a PME1 counter-screen | hit rate 0.38% among 320,000 | recombinant LYPLA2, FP-Rh probe fluorescence polarization | inhibition, % at 5.9 µM;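 active means inhibition above the screen-wide mean plus 3 SD, limit set per campaign, cut at about 26% in these data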;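 further: 0% = LYPLA2 with DMSO and 100% = wells lacking LYPLA2 enzyme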
PME-1 primary: blocks human protein phosphatase methylesterase 1. Q9Y570. recombinant PME-1, FP-Rh probe fluorescence polarization. inhibition, % at 5.9 µM. hit rate 0.53% among 320,000;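 active means inhibition above the campaign mean of all compounds plus 3 SD, cut at about 26% in these data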;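 further: competitive labeling of PME-1 active site by serine hydrolase directed probe; 0% = PME-1 with DMSO and 100% = wells lacking PME-1 enzyme; inhibitors block probe labeling so polarization falls and inhibition rises; many of its hits are not listed in these tables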
Target sequence (Q9Y570 whole entry, looked up): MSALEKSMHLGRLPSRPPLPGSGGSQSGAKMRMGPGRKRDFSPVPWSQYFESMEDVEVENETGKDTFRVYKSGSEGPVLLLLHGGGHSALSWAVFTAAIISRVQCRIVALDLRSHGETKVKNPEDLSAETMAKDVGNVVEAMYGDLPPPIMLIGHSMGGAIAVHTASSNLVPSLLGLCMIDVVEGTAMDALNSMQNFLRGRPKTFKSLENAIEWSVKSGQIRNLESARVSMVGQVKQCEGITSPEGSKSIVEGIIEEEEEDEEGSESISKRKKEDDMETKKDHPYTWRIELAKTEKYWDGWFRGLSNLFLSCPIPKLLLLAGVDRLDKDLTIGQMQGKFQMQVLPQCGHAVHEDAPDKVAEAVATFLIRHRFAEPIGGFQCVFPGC
GSTO1 counter: blocks human GSTO1 in RBBP9 counter-screen; hit rate 1.1% among 300,000; inhibition, % at 5.96 µM; recombinant GSTO1, activity-based probe fluorescence polarization;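 active means inhibition above the campaign mean inhibition plus 3 SD, cut at about 35% in these data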;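 further: 0% = GSTO1-1 with DMSO and 100% = wells lacking GSTO1-1 enzyme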
PAD4 FP inh: blocks human protein arginine deiminase 4 | Q9UM07 | inhibition, % at 6.36 µM | AID 485272 | recombinant PAD4, RCA probe fluorescence polarization | hit rate 0.41% among 330,000;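 active means percent inhibition above a cutoff equal to the mean of all tested compounds plus 3 SD, cut at about 15% in these data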;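 further: 0% = PAD4 with RCA probe and DMSO and 100% = probe without PAD4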
pPAFAH FP inh: inhibitors of human plasma PAF acetylhydrolase (pPAFAH); Q13093; inhibition, % at 3.39 µM; recombinant pPAFAH, FP-rhodamine probe fluorescence polarization; hit rate 1.5% among 330,000;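 active means inhibition above the mean inhibition across the screen plus 3 SD, cut at about 25% in these data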;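 further: inhibitors block binding of the rhodamine activity-based probe so polarization drops; 0% = enzyme with DMSO and 100% = wells lacking pPAFAH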
Target sequence (Q13093 whole entry, looked up): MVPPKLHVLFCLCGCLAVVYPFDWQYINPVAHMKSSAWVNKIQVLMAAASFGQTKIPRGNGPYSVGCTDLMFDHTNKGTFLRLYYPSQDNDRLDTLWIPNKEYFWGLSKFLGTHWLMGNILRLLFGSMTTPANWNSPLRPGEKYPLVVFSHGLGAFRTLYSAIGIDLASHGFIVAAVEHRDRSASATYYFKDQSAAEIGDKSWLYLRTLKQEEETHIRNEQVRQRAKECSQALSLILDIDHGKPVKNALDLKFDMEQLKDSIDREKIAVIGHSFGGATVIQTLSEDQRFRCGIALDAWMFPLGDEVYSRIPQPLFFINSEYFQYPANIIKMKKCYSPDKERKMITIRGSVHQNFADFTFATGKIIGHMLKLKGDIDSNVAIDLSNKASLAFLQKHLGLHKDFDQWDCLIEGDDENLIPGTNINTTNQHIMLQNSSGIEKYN
Numbers without * were called inactive; · = no result given; & = joins results of further samples. An excerpt (hit frequency here may not be typical).

SMILES | PAFAH1B3 inh | PREPL inhibitor | PAFAH1B2 inh | LYPLA1 counter | LYPLA2 counter | PME-1 primary | GSTO1 counter | PAD4 FP inh | pPAFAH FP inh
CN(CCO)c1nc(N)c(C#N)c(CC#N)c1C#N | 5 | 5 | 6 | 4 | -1 | -6 | -4 | -4 | -3
C=CCC12C=C(OC)C(=O)OC(OC)(C1O)[C@H](c1ccc3c(c1)OCO3)[C@H]2C (some centres undefined) | 4 | 5 | 4 | 5 | 8 | 2 | 1 | 1 | 5
O=C(Nc1nnc(-c2cccs2)s1)c1cccc(F)c1 | 3 | -10 | 0 | -5 | -1 | -7 | -33 | -2 | 0
N#CCCN(C(=O)CO/N=C/c1cccc([N+](=O)[O-])c1)c1ccccc1 | 6 | 7 | -4 | -2 | 1 | 7 | 2 | -4 | -1
C=CCN1C(=O)/C(=C2/Sc3ccccc3N2CCCS(=O)(=O)O)SC1=S | 16 | 2 | 14 | 2 | -2 | 7 | -2 | -3 | 25*
CCOc1ccccc1N1CC(C(=O)N2CCc3ccccc3C2)CC1=O (centres undefined) | 5 | 7 | 0 | 2 | -4 | 4 | 5 | 3 | -2
O=C(Nc1ccc2c(c1)OCO2)c1cncc(Br)c1 | 9 | 3 | 1 | -3 | -2 | 2 | 5 | -52 | 1
Cc1ccc2ccccc2c1NC(=O)c1ccco1 | 9 | 1 | 1 | -4 | 7 | -2 | -6 | -1 | -2
COc1ccccc1C1CC(c2ccc(C)cc2)Nc2ncnn21 (centres undefined) | 11 | 1 | 8 | 5 | 2 | -5 | -3 | 3 | 0
CCOc1ccc(Cl)cc1S(=O)(=O)N1CCCC1 | 0 | 9 | -2 | -1 | -2 | 2 | 14 | -2 | 0
CC(C)COC(=O)Nc1ccccc1C(=O)N1CCOCC1 | -1 | -3 | -2 | 5 | 4 | -1 | 0 | -1 | 4
COC(=O)Nc1ccc(S(=O)(=O)N2CCCCCC2)cc1 | 3 | 4 | 4 | 2 | 7 | 0 | 1 | -5 | 2
COc1ccc(NC(=O)NCCN2CCc3ccccc3C2)cc1 | 2 | 15 | -1 | -1 | -4 | -4 | 4 | -3 | 5
COc1ccc(NC(=O)COC(=O)/C=C/C(=O)OCC(=O)Nc2ccc(OC)c(Cl)c2)cc1Cl | -4 | -7 | -12 | -22 | -38 | -10 | 31 | -2 | -3
O=C(COC(=O)c1ncc(Cl)c(Cl)c1Cl)NC1CCS(=O)(=O)C1 (centres undefined) | 0 | -9 | 0 | -1 | -1 | 2 | 7 | 4 | 3
CCOC(=O)c1noc(C)c1C(=O)Nc1cccc(F)c1 | 3 | 6 | -6 | 4 | 3 | 1 | -18 | -3 | -1
COC(=O)CSc1n[nH]c(-c2ccncc2)n1 | 2 | 4 | 3 | -2 | -6 | -7 | 2 | -3 | -3
CCOC(=O)CNc1c(-c2ccc(Cl)cc2)nc2cnccn12 | 5 | 23 | -5 | 0 | 4 | -1 | 3 | -2 | 0
Cc1ccccc1NCN1C(=O)C2CCC(C)(C1=O)C2(C)C (centres undefined) | 2 | 1 | 0 | -4 | 1 | 0 | 7 | -1 | 4
O=C(NCc1ccncc1)Nc1cccc([N+](=O)[O-])c1 | 7 | 16 | 7 | 4 | -2 | 9 | 0 | -4 | 2
O=C(CCn1cccc1)NC1CCCc2ccccc21 (centres undefined) | 3 | -5 | 5 | -3 | 1 | -2 | 2 | -1 | 0
COc1ccc(S(=O)(=O)N2CCN(C(=O)c3cc(-c4ccc(C)cc4)n[nH]3)CC2)cc1 | 3 | -19 | 3 | -3 | -5 | 0 | -3 | 0 | -1
N/C(=N\N=C\c1ccc(O)c(O)c1)c1nonc1N | -1 | -11 | 3 | 2 | 5 | 2 | 14 | 1 | 15
CCOC(=O)c1sc(/N=C/c2c(C)[nH]n(-c3ccccc3)c2=O)c(C#N)c1C | · | 18 | · | -5 | 3 | 4 | 4 | 3 | 1
O=C(CCc1ccccc1)N/N=C/c1cc(Br)ccc1O | 7 | -11 | 4 | -6 | -5 | -5 | -1 | -2 | 6
C=C(C)C(=O)Nc1cccc(C2=NOC3(C2)C[C@H](C(N)=O)N(C(=O)CC)C3)c1 (some centres undefined) | 13 | -3 | 4 | -2 | -7 | -1 | 1 | 3 | 1
O=C1c2ccccc2-c2nc3ccccc3n21 | 2&-1 | 4&-8 | 2&0 | 2&-1 | 4&2 | 1&2 | -1&9 | -5&-6 | 2&-2
CCCCN1CN=C(Nc2nc3ccccc3o2)NC1 | -7 | 5 | 6 | -7 | -5 | -2 | 4 | 0 | -7
CCOc1cc(C)c(S(=O)(=O)N2CCCC2)cc1C | 6 | -15 | 2 | 0 | -5 | -8 | -9 | -6 | 0
CCCn1c(N)c(C(=O)CSc2nc3ccccc3c(=O)n2-c2ccc(OC)cc2)c(=O)[nH]c1=O | -5 | 3 | -3 | 0 | -1 | -4 | -3 | 0 | 3
CNC(=S)NCCc1ccc(OC)cc1 | 2 | 3 | 0 | -3 | 3 | -5 | -1 | 1 | 6
COc1cc(/C=C2/NC(=O)NC2=O)ccc1OCC(=O)Nc1ccc(F)cc1 | 6 | 87* | 5 | 2 | 5 | -3 | -1 | -3 | 14
O=S1(=O)N=C(N/N=C/c2ccc(Br)o2)c2ccccc21 | -1 | 6 | -2 | -2 | 5 | -3 | 8 | -4 | 2
O=C(Nc1cccc(Cl)c1)c1nc[nH]c1C(=O)N1CCc2ccccc2C1 | 14 | 23 | 7 | 0 | -4 | -6 | · | -1 | -3
COc1ccc(Oc2nc3ccccc3n3cccc23)cc1 | 8 | 5 | 8 | -3 | 3 | -4 | 3 | -1 | 5
Cc1cccc(CNC(=O)c2ccccc2N)c1 | 0 | 3 | -1 | 5 | 1 | -3 | -2 | 1 | 3
CCOC(=O)N1CCN(c2ccc(Cl)c(Cl)c2)CC1 | 2 | 16 | 2 | -3 | 2 | 5 | 2 | -1 | 11
O=Cc1ccccc1OCCOc1ccccc1C=O | 14 | 20 | 0 | -1 | 5 | -1 | -2 | 5 | 5
Cc1nc(NC(=O)c2ccncc2)sc1C(=O)N(C)C | 0 | 16 | -2 | 2 | 4 | 0 | -4 | -1 | -1
Cn1c(=N)n(CC(=O)c2ccc(Cl)c(Cl)c2)c2ccccc21 | 15 | 42 | 4 | 5 | 12 | 19 | -3 | -3 | 6
CC(C)C(C(=O)Nc1ccc(S(N)(=O)=O)cc1)N1C(=O)c2ccccc2C1=O (centres undefined) | 6 | 20 | 5 | -2 | 0 | -2 | 5 | -2 | 1
Cc1ccc(Cl)cc1NC(=O)N(C)CCO | 10 | 2 | 7 | 1 | -2 | -2 | -3 | -4 | 3
O=c1c(Br)c(N2CCCCC2)cnn1-c1ccccc1 | 7 | 12 | 4 | 1 | -2 | -3 | 5 | -6 | 1
CCCn1c(SCC(=O)Nc2nnc(CC)s2)nnc1-c1ccncc1 | -1 | 1 | 2 | -2 | 5 | -3 | -1 | -5 | 3
Cc1ccc(Nc2nnc(SCC(=O)NCC3CCCO3)s2)cc1C (centres undefined) | 7 | 36 | 7 | · | · | · | · | 1 | -1
O=C1NNC(c2ccccc2)=N/C1=C\c1ccco1 | 2 | 14 | 3 | -1 | -2 | 3 | 22 | 1 | 26*
O=C(c1ccc2c3c(cccc13)CC2)C1CCCN(C(=O)c2cccnc2)C1 (centres undefined) | 3 | 12 | 2 | -1 | 8 | 4 | 0 | 1 | -6
CN(Cc1ccc(F)cc1)C(=O)C(c1ccccc1)c1ccccc1 | 0 | 17 | 4 | 4 | 1 | -2 | 20 | -2 | -3
COc1ccccc1C(O)Cc1nc2ccccc2n1C (centres undefined) | 0 | -2 | 4 | 0 | 6 | 2 | -4 | -3 | 5
O=C(Nc1ccccc1)N1CC=C(c2ccc(F)cc2)CC1 | 1 | 30 | 3 | -4 | -2 | 4 | -2 | 2 | 5
Cc1cc(/C([O-])=C(/C(=S)Nc2ccc(F)cc2)[n+]2ccccc2)c(C)n1Cc1ccccc1Cl | 1 | 24 | 5 | -2 | 1 | 5 | -2 | -5 | 11
CC[C@]12c3[nH]c4cc(CCC(=O)N(C)C)ccc4c3CCN1C(=O)[C@@H](CC(=O)NCCCn1ccnc1)C[C@@H]2C(=O)N1CCN(C(=O)c2ccco2)CC1 | 3 | · | -2 | · | · | · | · | -2 | 3
Cc1cc(OCc2nnc(SCC(=O)OC3CCCCC3)o2)ccc1Cl | 1 | 10 | 4 | 1 | 4 | 5 | 0 | -5 | 6
O=C(CN1C(=O)NC2(CCCCCCC2)C1=O)NC1CCCc2ccccc21 (centres undefined) | -2 | 4 | 0 | 0 | -1 | 0 | -1 | 4 | 4
Cc1ccc(CNC(=O)CCNS(=O)(=O)c2ccc(Br)s2)cc1 | 10 | -26 | 5 | 0 | 0 | 3 | -3 | 1 | 1
Cc1ccc(CNC(=O)Cc2ccc(NC3=NC4CS(=O)(=O)CC4S3)cc2)cc1 (centres undefined) | -6 | 4 | 2 | 0 | 7 | 2 | 0 | -9 | -2
CSc1ccc(CN(C)C(=O)CNC(=O)CNS(=O)(=O)c2ccc(C)c(C)c2)cc1 | 3 | -2 | 9 | 2 | 6 | -5 | -4 | 4 | 5
CCN(CC)CCN(C(=O)CN1C(=O)CCC1=O)c1nc2cc3c(cc2s1)OCO3 | 7 | 14 | 4 | -1 | -1 | 1 | 3 | 2 | -2
Cc1ccc(S(=O)(=O)N(CC(=O)NCc2cccnc2)C2CCCCC2)cc1 | 2 | -2 | 5 | -1 | 0 | -2 | 3 | -1 | 1
COc1ccc(N2CCN(C(c3nnnn3CCc3ccccc3)C(C)C)CC2)cc1 (centres undefined) | 7 | -29 | -4 | -1 | 1 | -2 | 6 | 2 | 6
(more compounds)
SMILES | PAFAH1B3 inh | PREPL inhibitor | PAFAH1B2 inh | LYPLA1 counter | LYPLA2 counter | PME-1 primary | GSTO1 counter | PAD4 FP inh | pPAFAH FP inh
OCCCNC(=S)NC1CCCC1 | 5 | -6 | 3 | -2 | -7 | 0 | 0 | -6 | -6
CC1=CC=CC2=NC(=O)CC(C)(C(=O)N(CC(=O)NC3CCCC3)c3ccc(F)cc3)N12 (centres undefined) | 3 | -3 | 3 | 4 | 0 | -3 | -9 | -3 | 2
CCOC(=O)N1CCC(NC(=O)c2ccc3c(c2)ncn3C2CCCC2)CC1 | 7 | -4 | 6 | -1 | -1 | 3 | 5 | 5 | 0
CC(=O)N/C(=C/c1ccc2c(c1)OCO2)C(=O)O | -4 | -1 | 1 | -3 | -6 | 0 | 1 | 0 | 1
COc1ccc(/C(O)=C2/C(=O)C(=O)N(CCN(C)C)C2c2ccccc2)cc1Cl (centres undefined) | 7 | -7 | 2 | 1 | 4 | 3 | 3 | -5 | 1
Cc1ccc(C(=O)N2CCN(C(=O)c3ccc(C)cc3)C2)cc1 | 8 | 2 | 3 | -1 | -5 | 0 | 2 | 0 | 1
C/C(=N\NC(=O)c1ccc(CSc2nc(C)cc(C)n2)cc1)c1ccco1 | 6 | -9 | 2 | -3 | -1 | -6 | 2 | -5 | 7
Cc1nnc(SCC(=O)NCc2ccccc2)n1-c1ccccc1 | 13 | 9 | 7 | 2 | 6 | -1 | -1 | 6 | -9

Compound activity (PubChem BioAssay)
